N370S GC mod: N370S glucocerebrosidase modulation, Gaucher chaperone candidate; P04062; N370S GC spleen homogenate, 4MU-glucoside fluorescence; Potency, µM (top dose mostly 59.4 µM), for inactives: at the top dose activity change, negative = inhibition, most hits filed as inhibitors; hit rate 0.092% among 330,000; AID 2101;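 further: 0% = full enzyme activity and -100% = no enzyme basal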
KAT2A inh: GCN5L2 (KAT2A) acetyltransferase inhibition. GCN5L2 HAT assay, ThioGlo1 CoA-SH fluorescence. Potency, µM (highest dose often 58.9 µM), for inactives: top-dose activity change, negative = inhibition, usual class: inhibitors. hit rate 0.21% among 390,000. AID 504327
Target sequence (Q92830 whole entry, looked up): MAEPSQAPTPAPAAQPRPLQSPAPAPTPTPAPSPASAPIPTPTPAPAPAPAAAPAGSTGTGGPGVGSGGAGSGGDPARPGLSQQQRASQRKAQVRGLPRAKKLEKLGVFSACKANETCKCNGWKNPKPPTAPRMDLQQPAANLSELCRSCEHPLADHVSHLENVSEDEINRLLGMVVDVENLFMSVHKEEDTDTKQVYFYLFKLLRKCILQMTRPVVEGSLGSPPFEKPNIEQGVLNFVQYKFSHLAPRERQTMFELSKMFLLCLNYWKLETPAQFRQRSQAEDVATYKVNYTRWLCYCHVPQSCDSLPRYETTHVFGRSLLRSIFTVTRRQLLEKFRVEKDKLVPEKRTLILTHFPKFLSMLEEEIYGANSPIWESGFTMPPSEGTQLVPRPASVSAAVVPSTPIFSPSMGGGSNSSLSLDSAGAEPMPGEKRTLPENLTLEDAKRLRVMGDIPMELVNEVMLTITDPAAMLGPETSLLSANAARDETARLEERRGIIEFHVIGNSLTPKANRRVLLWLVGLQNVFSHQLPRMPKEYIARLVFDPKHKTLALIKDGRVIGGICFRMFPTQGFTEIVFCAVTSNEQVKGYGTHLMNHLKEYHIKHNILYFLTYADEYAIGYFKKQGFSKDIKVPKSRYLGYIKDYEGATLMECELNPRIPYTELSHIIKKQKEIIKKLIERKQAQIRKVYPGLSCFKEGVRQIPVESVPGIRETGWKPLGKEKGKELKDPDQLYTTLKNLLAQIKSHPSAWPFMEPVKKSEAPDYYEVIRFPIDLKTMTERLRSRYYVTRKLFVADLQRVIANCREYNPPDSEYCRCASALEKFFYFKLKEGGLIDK
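Compounds, pin-transferred from DMSO stocks, meet 20nM GCN5L2 for 15 min before the reaction begins with H3(1-25) peptide (75uM) and acetyl-CoA (70uM). Thiol-reactive ThioGlo1 reports CoA release over 20 min at room temperature.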
FEN1 inhibitor: inhibitors of human flap endonuclease 1; Recombinant FEN1 flap cleavage, fluorescence, 15 min; P39748; hit rate 0.35% among 390,000; Potency, µM (doses to about 114 µM), inactives show at the top dose activity change, negative = inhibition, actives largely listed as inhibitors; further: nearly all actives have a fitted effect of over 65% in size
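In this screen, 50 nM flap DNA substrate was added to 10 nM FEN1 pretreated with compound for 15 min at room temperature; cleavage was followed with reads at 0 and 15 min, and Hill fitting gave concentration–response parameters.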
* = called active by the depositor; ? = inconclusive; nt = not tested or not shown; & = joins results of further samples; [ ] = dose if it differs, or a comment. The call rests on the fitted dose curve; in most records, active means well fitted curve in the direction sought with a large enough effect; inconclusive means small, poorly fitted or top-dose-only effect, or another doubt; inactive means no such curve, though single readings can be large; an effect the other way counts as inactive or inconclusive. Unless noted, on the % scale 0 is the no-effect control and ±100 the full control effect; potency means the concentration at half of the fitted maximal effect.

Sequence of screens – KAT2A inh	FEN1 inhibitor	N370S GC mod
1	COc1ccc(CCNc2ncnc3onc(-c4ccc(Cl)cc4)c23)c(OC)c1
    2%	-1%	nt
2	O=C(Cn1nc(-c2ccccc2)oc1=O)OCC(=O)c1ccc(F)c(F)c1
    -5%	-10%	nt
3	O=C(NC(=S)Nc1nc2c(s1)CSc1ccccc1-2)c1ccccc1
    -14%	-6%	-3%
4	Cc1ccc(CN2CCN(/N=C/c3ccc(C)s3)CC2)c(C)c1
    -8%	5%	-4%
5	CC(C)(C)C1CCc2c(sc3ncn(N)c(=N)c23)C1 (stereo not drawn)
    1%	-19%	-23%
6	O=C(COc1ccccc1[N+](=O)[O-])NCC1(N2CCOCC2)CCCCC1
    0%	0%	nt
7	CC(=O)c1ccccc1NC(=O)COC(=O)c1cc(C)oc1C
    -4%	-3%	nt
8	CCN(CC)CCCOc1ccc(C)cc1Br
    -2%	0%	18%[12.8 µM]
9	Cc1sc(-c2ccncc2)nc1OC(=O)c1ccc(Cl)cc1
    -8%	-20%	-5%
10	COC(=O)CSc1nnc(-c2c[nH]c3ccccc23)o1
    -14%	17%	7%
11	COc1cccc(C(C(=O)NC(C)(C)C)N(CCC(C)C)C(=O)CCC(=O)Nc2cc(C)on2)c1OC (stereo not drawn)
    -2%	-19%	3%
12	Clc1ccccc1-c1nc(-c2ccccc2)n[nH]1
    24%	-4%	15%
13	O=C(NCCc1ccccc1)C1CCN(S(=O)(=O)c2ccc(-n3cnnn3)cc2)CC1
    -1%	4%	-7%[2.35 µM]
14	CCC(C)NC(=O)C1c2ccccc2C(=O)N1Cc1ccccc1 (stereo not drawn)
    -14%	-6%	-4%
15	CCCCCCCCc1ccc(-c2ccc(C(=O)O)cc2)cc1
    20µM*	nt	-4%&0%
16	Cc1cc(C)n(-c2ccc(NC(=O)C3CCCCN3C(=O)c3ccc(C)s3)cc2)n1 (stereo not drawn)
    -31%	-12%	-3%
17	CCc1ccc(OCCCC(=O)Nc2cccc(C(=O)O)c2)cc1
    -4%	3%	-6%
18	COCCN(C(=O)c1csnn1)C(C(=O)NC1CCCC1)c1ccccc1F (stereo not drawn)
    -3%	2%	11%
19	O=C(Nc1nccs1)c1cccc(NC(=O)c2ccco2)c1
    -9%	-4%	9%
20	O=C(C1=C(O)C(=O)N(CC2CCCO2)C1c1ccccc1F)c1ccco1 (stereo not drawn)
    -3%	-12%	-11%

Looked up by structure from the entries so far, 5 records:
Sequence of screens – KAT2A inh	FEN1 inhibitor	N370S GC mod
14	CCC(C)NC(=O)C1c2ccccc2C(=O)N1Cc1ccccc1 (stereo not drawn)
    -14%	-6%	-4%
15	CCCCCCCCc1ccc(-c2ccc(C(=O)O)cc2)cc1
    20µM*	nt	-4%&0%
12	Clc1ccccc1-c1nc(-c2ccccc2)n[nH]1
    24%	-4%	15%
10	COC(=O)CSc1nnc(-c2c[nH]c3ccccc23)o1
    -14%	17%	7%
20	O=C(C1=C(O)C(=O)N(CC2CCCO2)C1c1ccccc1F)c1ccco1 (stereo not drawn)
    -3%	-12%	-11%

Carrying on:
Sequence of screens – KAT2A inh	FEN1 inhibitor	N370S GC mod
21	CCS(=O)(=O)c1ncc(N(Cc2ccccc2)Cc2ccco2)c(C(=O)Nc2ccc(C)c(C)c2)n1
    -11%	-11%	nt
22	CCc1cc(C(=O)N/N=C/c2ccc(OC)cc2)c2ccccc2n1
    -7%	-1%	-8%
23	O=C(Nc1cc([N+](=O)[O-])ccc1F)c1cccs1
    -1%	2%	4%
24	CCOC(=O)C1=C(CC)Nc2ccccc2N=C1NC(=O)c1ccc(S(=O)(=O)N2CCCC2)cc1
    -11%	-7%	0%
25	CCCC1NC(=O)NC(C)=C1C(=O)OCC (stereo not drawn)
    -7%	3%	8%
26	COc1ccc(Oc2ncc3nc(-c4ccc(OC)cc4)c(=O)n(CCC#N)c3n2)cc1
    ?	nt	-2%
27	CCC(=O)Nc1sc2c(c1C(=O)OC)CCN(Cc1ccccc1)C2
    -6%	?	3%
28	Cc1ccc(OCC(=O)N2c3ccccc3CC2C)c([N+](=O)[O-])n1 (stereo not drawn)
    -9%	10%	-1%
29	COC(=O)c1cc(NC(=O)c2ccc(F)cc2)cc(C(=O)OC)c1
    0%	-1%	-7%
30	COc1ccccc1-c1nnc(C2CCN(S(=O)(=O)c3ccc(F)c(C)c3)CC2)o1
    3%	-16%	nt
31	Cc1cc(/C=N/n2cnnc2)c(C)n1-c1ccccc1
    -2%	7%	-21%
32	CCOc1nc2ccccc2cc1/C=C/C(=O)O
    -10%	14%	15%
33	Cc1ccsc1/C=N/NC(=O)c1sccc1C
    17%	6%	16%
34	COc1ccc(CCNc2nc3cc(OC)c(OC)cc3c3nc(-c4ccccc4)nn23)cc1OC
    -1%	-19%	nt
35	CN(C)C(=O)COC(=O)c1ccccc1NC(=O)c1ccco1
    1%	-5%	-1%
36	NC(=O)c1ccsc1NC(=O)CN1C(=O)C2CC=CCC2C1=O (stereo not drawn)
    -3%	-1%	-11%
37	COc1ccc(NS(=O)(=O)c2ccc(N3CC(O)=C(c4ccccc4)C3=N)cc2)cc1
    3%	-1%	7%
38	COc1cc(/C=C2\C(=O)N(c3ccc(NC(C)=O)cc3)N=C2c2ccccc2)ccc1O
    7%	-28%	-21%
39	CCNc1ccc(S(=O)(=O)NCCN(C)C)cc1[N+](=O)[O-]
    -1%	-12%	-11%
40	COc1ccc(C2NC(=O)C(C)S2)cc1 (stereo not drawn)
    11%	3%	7%

Three structures out of the list, ordered by count of non-hydrogen atoms, low to high.
Sequence of screens – KAT2A inh	FEN1 inhibitor	N370S GC mod
22	CCc1cc(C(=O)N/N=C/c2ccc(OC)cc2)c2ccccc2n1
    -7%	-1%	-8%
26	COc1ccc(Oc2ncc3nc(-c4ccc(OC)cc4)c(=O)n(CCC#N)c3n2)cc1
    ?	nt	-2%
34	COc1ccc(CCNc2nc3cc(OC)c(OC)cc3c3nc(-c4ccccc4)nn23)cc1OC
    -1%	-19%	nt

Continuation:
Sequence of screens – KAT2A inh	FEN1 inhibitor	N370S GC mod
41	O=S(NCc1ccccc1)C12CC3CC(CC(C3)C1)C2 (stereo not drawn)
    -10%	-14%	21%
42	COc1ccc(-n2ccnc(SCC(=O)NC3CCCC3)c2=O)cc1
    -3%	16%	-10%
43	COc1ccc(C(=O)Cn2ccsc2=NC(C)=O)cc1
    5%	0%	-1%
44	CC(C)CN(C(=O)COC(=O)c1ccc(-c2ccccc2)cc1)C1CCS(=O)(=O)C1 (stereo not drawn)
    -14%	-8%	-11%
45	O=c1[nH]c2c(s1)C=Nc1ccccc1N2
    -1%	?	8%
46	COCCN(C(=O)Cc1cccs1)c1nnc(-c2cccnc2)s1
    1%	-5%	-23%[2.35 µM]
47	COc1ccc(CCNCc2ccc(OCC(=O)N3CCCCC3)c(OC)c2)cc1OC
    21%	-3%	?
48	COC1=C(OC)C(=O)c2ccccc2C1=O
    0%	?	2%
49	CC1(c2ccccc2)CC(C)(C)N(C(=O)c2cc([N+](=O)[O-])cc([N+](=O)[O-])c2)c2ccccc21 (stereo not drawn)
    -2%	3%	1%
50	CCn1c(SCC(=O)Nc2ccc(OC)cc2)nc2nc3c(cc2c1=O)CCCC3
    -3%	-6%	?
51	CC1(C)C2CCC1(C)C(OC(=O)CNc1ccccc1)C2 (stereo not drawn)
    -13%	-13%	14%
52	Cc1ccccc1NC(=O)COC(=O)c1c[nH]c(=O)[nH]c1=O
    -3%	5%	5%
53	C=CCn1c(SCC(N)=O)nc(C)cc1=O
    5%	2%	7%
54	Fc1ccc(-c2csc(NC(=S)Nc3ccccc3)n2)cc1
    3%	-21%	-19%
55	CCOC(=O)C1CCCN(C(=O)c2cc(Cl)ccc2NC(=O)C2=C(C)OCCS2)C1 (stereo not drawn)
    -29%	17%	-3%
56	COCC(C)NC(=O)c1oc2c(c1C)C1(CCC2)SCCS1 (stereo not drawn)
    -4%	24%	15%
57	CCNC(=O)C/C(C)=N/NC(=O)C(=O)Nc1ccc(CC)cc1
    0%	4%	-7%
58	CCS(=O)(=O)C1=NSC2=NC(=O)/C(=C\c3ccc(OC(=O)c4ccco4)c(OC)c3)C(=N)N21
    -5%	-8%	-29%
59	Clc1ccccc1CN1CCC(Cc2ccccc2)CC1
    -8%	7%	15%
60	O=C(O/N=C1\CCCc2ccccc21)C1CC1
    -4%	-1%	9%

A different layout for some results above:
cpd	canonical_smiles	KAT2A inh	FEN1 inhibitor	N370S GC mod
45	O=c1[nH]c2c(s1)C=Nc1ccccc1N2	-1%	?	8%
46	COCCN(C(=O)Cc1cccs1)c1nnc(-c2cccnc2)s1	1%	-5%	-23%[2.35 µM]

Some entries already given, reduced to N370S GC mod.
item | structure | N370S GC mod
41 | O=S(NCc1ccccc1)C12CC3CC(CC(C3)C1)C2 (stereo not drawn) | 21%
56 | COCC(C)NC(=O)c1oc2c(c1C)C1(CCC2)SCCS1 (stereo not drawn) | 15%

The list goes on:
Sequence of screens – KAT2A inh	FEN1 inhibitor	N370S GC mod
61	N#C/C(=C\c1ccc(-c2cc(Cl)ccc2Cl)o1)C(=O)Nc1ccccc1C(=O)O
    -7%	?	nt
62	Cc1cc(=O)oc(C)c1C(=O)N1CCN(C(c2ccccc2)c2ccccc2)CC1
    2%	-1%	3%
63	CCC(C)N(C(=O)CSc1nnnn1-c1ccccc1OC)C1CCS(=O)(=O)C1 (stereo not drawn)
    -3%	21%	nt
64	Cc1nn(C)c(C)c1NC(=O)c1ccc(Cl)cc1
    -4%	-11%	6%
65	CC1CN(c2nc(-c3ccccc3)nc3ccccc23)CC(C)O1 (stereo not drawn)
    -9%	?	1%
66	O=C(NCc1cccnc1)c1ccc(Cl)c(S(=O)(=O)N2CCOCC2)c1
    -15%	1%	-9%
67	Cc1ccc(NC(=O)CN2C(=O)CCc3cc(S(=O)(=O)N4CCCCC4)ccc32)cc1C
    32%[activator]	-4%	nt
68	O=C(CN1C(=O)c2ccccc2C1=O)NCC(=O)OCC(=O)c1ccc(Cl)cc1
    -4%	-12%	5%
69	CCOC(=O)N1CCN(C(=O)CCc2ccc(S(=O)(=O)NCCc3ccccc3)cc2)CC1
    -2%	-9%	-22%
70	O=C(COC(=O)CCS(=O)(=O)c1ccccc1)Nc1ccc(N2CCCCC2)cc1
    1%	15%	nt
71	COc1ccccc1N1C(=NC(=O)C(C)Oc2ccccc2)SC2CS(=O)(=O)CC21 (stereo not drawn)
    -3%	-5%	8%
72	O=C(Cc1cccc2ccccc12)NNC(=O)c1cccs1
    4%	-2%	3%
73	Cc1cccc(N2CCN(C3CCCCC3NS(=O)(=O)c3ccccc3)CC2C)c1 (stereo not drawn)
    -16%	-8%	2%
74	Nc1nc(-c2ccc(Cl)cc2)cn1N
    20%	1%	3%
75	CCCc1c(C(=O)Nc2ccc(C(F)(F)F)cc2)cnn1-c1ccccc1
    -4%	10%	-3%
76	CCCSc1ncc(Cl)c(C(=O)NCc2ccc(C)cc2)n1
    -1%	19%	nt
77	CC(NC(=O)Cn1cccc1C(=O)c1ccccc1)c1ccc2c(c1)OCCO2 (stereo not drawn)
    -6%	-5%	1%
78	O=C(CSc1nnc(-c2ccc(O)cc2)o1)N1CCOCC1
    -5%	0%	2%
79	COc1ccc(C(=O)NNC(=O)c2ccc3ccccc3n2)cc1
    -8%	-5%	nt
80	N#Cc1cc2cc3c(cc2nc1N1CCOCC1)OCO3
    -19%	4%	nt
